Screening data deposited in PubChem BioAssay by National Center for Advancing Translational Sciences (NCATS).
CBFb RUNX1 block = inhibitors of human CBF-beta and RUNX1 interaction; AlphaScreen CBFb-His/RUNX1-biotin binding, biochemical; Potency, µM (series often up to 59.8 µM), without a hit: at the highest dose activity, negative = inhibition, usual class: inhibitors; 230,000 tested, under 10 active; AID 1477; note: % of control where 0% means no effect
Target sequence (Q01196 whole entry, looked up): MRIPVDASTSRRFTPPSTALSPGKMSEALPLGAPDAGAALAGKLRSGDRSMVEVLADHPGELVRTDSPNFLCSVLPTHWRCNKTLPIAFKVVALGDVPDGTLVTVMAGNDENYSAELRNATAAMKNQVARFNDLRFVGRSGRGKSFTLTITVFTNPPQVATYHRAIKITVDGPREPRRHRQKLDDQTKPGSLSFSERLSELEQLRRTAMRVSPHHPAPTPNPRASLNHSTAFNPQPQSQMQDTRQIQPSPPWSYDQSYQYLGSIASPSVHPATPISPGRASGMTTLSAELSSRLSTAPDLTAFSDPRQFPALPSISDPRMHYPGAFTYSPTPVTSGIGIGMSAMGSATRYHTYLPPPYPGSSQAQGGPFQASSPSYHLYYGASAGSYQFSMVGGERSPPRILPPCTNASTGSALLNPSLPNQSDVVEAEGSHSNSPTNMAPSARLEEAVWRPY
Target sequence (Q13951 whole entry, looked up): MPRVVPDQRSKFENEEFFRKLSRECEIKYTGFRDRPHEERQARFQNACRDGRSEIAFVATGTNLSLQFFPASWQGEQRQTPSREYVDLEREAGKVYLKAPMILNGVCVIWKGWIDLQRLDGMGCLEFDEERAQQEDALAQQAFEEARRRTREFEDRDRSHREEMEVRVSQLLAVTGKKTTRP
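CBF-beta (His) and RUNX1 (biotin), 30 nM each; 20 min preassociation; + compound, 15 min; + beads 50 ng each (Ni, streptavidin), 90 min; RT; AlphaScreen read.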
Epigenetic reg = regulators of epigenetic silencing causing reporter derepression in mouse cells. murine LDR cells, GFP reporter derepression, 30 h. Potency, µM (titrated, usually from 53.9 µM), for the others: at the highest dose GFP activation, hits mostly activators. actives 0.2% (n = 280,000). AID 1865; note: potency is the fitted concentration of half-maximal effect; % of control where 0% means no effect; nearly all actives have a fitted effect of over 60% in size
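Murine LDR cells carrying a silenced, genomically integrated CMV-driven GFP reporter were exposed to compound for 30 hours at 37 C. After PBS washes, GFP-positive cells (20–120 um objects) were counted by laser-scanning microplate cytometry.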
Luc counter = blocks Kinase-Glo luciferase, a counter-screen artifact | Q27757 | Kinase-Glo luciferase, ATP luminescence, 8 min | Potency, µM (doses to about 38.3 µM), without a hit: top-dose activity change, negative = inhibition, actives largely listed as inhibitors | actives 0.28% (n = 200,000) | AID 1379; note: potency is the fitted concentration of half-maximal effect; % is set by controls: 0 for no effect and ±100 for the full control effect; nearly all actives have a fitted effect of over 60% in size
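Kinase-Glo luciferase light output from ATP and luciferin was measured with 10 uM ATP, within the enzyme's linear range. Buffer: 50 mM imidazole pH 7.2, 50 mM KCl, 7 mM MgCl2, 0.01% Tween 20, 0.05% BSA; luminescence read after 8 min at ambient temperature.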
NPSR antagonist = blocks cAMP signaling of the human neuropeptide S receptor; Q6W5P4; CHO-NPSR cells, cAMP TR-FRET, antagonist mode; Potency, µM (highest dose often 38.3 µM), for inactives: at the highest dose activity change, negative = inhibition, most hits filed as inhibitors; actives 1% (n = 220,000); AID 1461; note: potency is the fitted concentration of half-maximal effect; % is set by controls: 0 for no effect and ±100 for the full control effect; nearly all actives have a fitted effect of over 50% in size; many of its hits are not listed in these tables
Target sequence (Q6W5P4 whole entry, looked up): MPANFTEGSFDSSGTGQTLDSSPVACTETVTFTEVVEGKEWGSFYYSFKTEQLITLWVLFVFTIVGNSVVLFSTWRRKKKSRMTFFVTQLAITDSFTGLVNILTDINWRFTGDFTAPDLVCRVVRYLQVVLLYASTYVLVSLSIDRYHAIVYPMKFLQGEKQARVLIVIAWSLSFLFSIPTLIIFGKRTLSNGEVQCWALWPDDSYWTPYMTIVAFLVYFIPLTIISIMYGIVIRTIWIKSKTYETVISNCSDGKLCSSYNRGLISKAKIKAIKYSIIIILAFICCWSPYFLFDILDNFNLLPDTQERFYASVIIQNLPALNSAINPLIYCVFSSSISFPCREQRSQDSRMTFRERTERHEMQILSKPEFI
HTT aggregate = inhibitors of mutant huntingtin aggregate formation in PC12 cells | PC12 HttQ103-GFP aggregates, Acumen cytometry, 40 h | Potency, µM (titrated, usually from 46.1 µM), for inactives: at the highest dose activity change, negative = inhibition, actives largely listed as inhibitors | actives 1.1% (n = 220,000) | AID 1688; note: potency is the fitted concentration of half-maximal effect; % is set by controls: 0 for no effect and ±100 for the full control effect; nearly all actives have a fitted effect of over 60% in size
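Read-out: GFP aggregate count by laser scanning cytometer (488 nm excitation, 500-530 nm emission, 1–25 µm objects >6 SD above background). Cells: PC12, inducible HTTex1-Q103-GFP, 100 nM tebufenozide; compounds titrated.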
L3MBTL1 block = blocks human L3MBTL1; Q9Y468; AlphaScreen L3MBTL1–H3K9me1 peptide binding; Potency, µM (highest dose often 57.1 µM), without a hit: at the highest dose activity, negative = inhibition, hits mostly inhibitors; actives 0.66% (n = 230,000); note: potency is the fitted concentration of half-maximal effect; % is set by controls: 0 for no effect and ±100 for the full control effect; nearly all actives have a fitted effect of over 60% in size
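AlphaScreen proximity signal between nickel-chelate acceptor and streptavidin donor beads (final 10 ug/mL) reports binding of 50 nM L3MBTL1 to 75 nM biotin-H3 K9me1 peptide; complex incubated with compounds 30 min at room temperature; cefsulodin titration as control.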
IMPase Li cell = IMPase inhibition in cells with lithium potentiation; CHO-M1 cells, IP1 TR-FRET (IP-One), carbachol + lithium; Potency, µM (titrated, usually from 59.4 µM), inactives show at the highest dose activity, negative = IMPase inhibition, actives largely listed as inhibitors; actives 0.35% (n = 210,000); AID 1457;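 note: IP1 builds up when IMPase is blocked and the TR-FRET signal falls; potency is the fitted concentration of half-maximal effect; plate controls were basal vehicle for no effect and high inhibitor control for full effect; nearly all actives have a fitted effect of over 50% in size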
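Test compounds were applied to CHO-M1 cells previously cultured for 16–30 h at 2000 per well. A small lithium amount accompanied them; after 30 min at 37C, IP1 was quantified by TR-FRET.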
Numbers without * were called inactive; ? = inconclusive; . = no result given; [ ] = dose if it differs, or a comment. Calls come from the whole dose curve; as a rule, active = well fitted curve in the direction sought with a large enough effect; inconclusive = small, poorly fitted or top-dose-only effect, or another doubt; inactive = no such curve, though single readings can be large; an effect the other way counts as inactive or inconclusive. An excerpt (hit frequency here may not be typical).

Fields: CBFb RUNX1 block, Epigenetic reg, Luc counter, NPSR antagonist, HTT aggregate, L3MBTL1 block, IMPase Li cell
[1] CCOC(=O)C(=O)Nc1ccccc1C#N
  -4.2%, -1.1%, 3.7%, 26.4%, 15.1%, ?, -5.9%
[2] CC(/C=C/c1ccccc1)=N\NC(=O)c1ccncc1
  5.2%, -0.9%, -1.4%, -7.2%[46.1 µM], -2.9%, 5.5%, 1.5%[38.3 µM]
[3] CC(C)C(=O)n1nc(-c2cccnc2)nc1NCc1ccc(F)cc1
  -3.2%, 0.0%, ., -16.5%, -13.8%, ., -2.9%
[4] CCN(CC)CCNC(C(=O)Nc1cccc(C(C)=O)c1)c1ccccc1 (stereo unspecified)
  -11.8%, 0.0%, -4.7%, -15.9%, -1.8%, ., 24.7%
[5] CN(C)/C=C1\C=C(c2ccccc2)OC1=O
  -16.8%, 1.6%, -5.7%, ?, 24.2%, -5.9%, 23.1%[38.3 µM]
[6] CCNC(=O)COC(=O)COc1ccc(Cl)cc1C
  1.6%, 0.2%, 11.3%, -37.4%[46.1 µM], 1.5%, 2.6%, -4.9%[38.3 µM]
[7] CCCn1c(C)cc(/C=C(\C#N)C(=O)OCC(=O)NC(=O)NCC)c1C
  2.0%, -1.0%, 18.3%, 2.4%[46.1 µM], ?, ., 21.4%[38.3 µM]
[8] Cc1ccc(C(C[N+](=O)[O-])c2c(N)n(C)c(=O)n(C)c2=O)cc1 (stereo unspecified)
  11.1%, -1.1%, ., 0.7%, -13.7%[9.22 µM], ., .
[9] CC(=O)c1ccc(NC(=S)NN2C(C)CCCC2C)cc1 (stereo unspecified)
  8.3%, -1.1%, 2.6%, -0.5%, -20.8%, -2.2%, 10.1%
[10] Fc1ccc(CNCc2ccccc2C(F)(F)F)cc1
  -9.0%, -6.9%, -2.2%, -7.0%, -8.1%, 16.9%, -2.8%
[11] Cc1cc(C)nc(N/N=C/c2ccc(Cl)cc2)n1
  2.1%, -1.0%, ., -0.4%, -11.6%[9.22 µM], -5.1%, .
[12] CN1CCc2ccccc2C1Cc1ccccc1NC(=O)c1sc2ccccc2c1Cl (stereo unspecified)
  7.4%, 1.4%, ., ?, -9.9%[9.22 µM], -18.3%, .
[13] Cc1ccc(-n2ncc3c(NCCCn4ccnc4)ncnc32)c(C)c1
  6.8%, 2.6%, -3.0%, -1.3%[46.1 µM], -24.8%, -8.8%, 8.8%[38.3 µM]
[14] O=C(O)C1SCCN1S(=O)(=O)c1ccc(N=NN2CCOCC2)cc1 (stereo unspecified)
  -20.7%, -2.1%, -0.1%, -10.2%, -1.1%[9.22 µM], 5.2%, 4.2%
[15] C=CCOc1ccccc1/C=N/NC(=O)c1ccc(Cl)cc1Cl
  4.0%, 0.9%, -2.5%, -15.2%, 6.0%, -0.5%, 3.8%
[16] CN1CCN(c2cc(=O)n(C3CCCCC3)c(=O)[nH]2)CC1
  8.5%, 0.0%, -1.0%, 7.2%[46.1 µM], -13.9%, -1.5%, 11.8%[38.3 µM]
[17] Cc1cccc2sc(NC(=O)c3cc(S(=O)(=O)N(C)C)ccc3N3CCCC3)nc12
  -16.7%, 1.1%, -0.5%, -44.3%, -31.3%, -14.5%, 11.8%
[18] C/C(=N\NC(=O)CC1N=C(Cc2ccccc2)NNC1=O)c1ccc(Br)cc1 (stereo unspecified)
  -12.1%, -3.5%, ., -7.7%, -0.9%[9.22 µM], -11.3%, .
[19] O=C(NC(=S)NCc1cccnc1)c1cc2ccccc2o1
  19.4%, -4.1%, 3.9%, -4.1%, -6.0%, -8.4%, 1.3%
[20] CCN(C(=O)CSc1nc2c(cnn2-c2ccccc2)c(=O)[nH]1)C1CCS(=O)(=O)C1 (stereo unspecified)
  5.4%, -3.0%, -0.7%, 19.4%, -3.7%, 6.1%, -0.8%
[21] COC(=O)c1cc(=O)n(Cc2ccc(OC)cc2)c(=NCc2ccc(OC)cc2)s1
  7.2%, -6.2%, 1.0%, -20.3%, -6.1%, ., 2.5%
[22] CC(=O)Nc1ccc(C(=O)NN2C(=O)c3ccccc3C2=O)cc1
  -0.6%, -0.2%, -0.3%, 15.6%, 0.6%, ., -4.7%
[23] O=C(CSc1nnnn1C1CCCCC1)N1CCN(C(=O)c2ccco2)CC1
  1.5%, 2.3%, 0.6%, 32.0%, ?, -22.9%, 19.2%
[24] COc1ccc(NC2=NC(=S)N(c3ccc(C)cc3)C23CCCCC3)cc1
  3.0%, -1.3%, -4.2%, -3.3%[46.1 µM], 7.4%, 2.9%, -4.1%[38.3 µM]
[25] CC1=C(C(N)=O)C(c2cccnc2)n2nc(SCc3ccccc3Cl)nc2N1 (stereo unspecified)
  17.6%, -0.3%, 2.4%, -7.4%[46.1 µM], -14.6%, -6.9%, 12.0%
[26] CCCn1c(-c2nonc2N)nc2ccccc21
  -2.6%, -0.8%, 2.2%, 1.7%[46.1 µM], 12.6µM*, 5.5%, -6.8%
[27] CC(=O)N1CCc2cc(NC(=O)c3ccc(C)cc3)ccc21
  0.2%, 0.0%, -2.3%, -0.1%[46.1 µM], 10.5%, -3.5%, 20.7%[38.3 µM]
[28] CC(CN1CCCCC1)OC(=O)c1ccccc1Cl (stereo unspecified)
  -12.0%, 0.2%, -3.1%, 7.1%[46.1 µM], -3.2%, ., 22.9%[38.3 µM]
[29] CCCCc1nn(-c2cc(Cl)ccc2OC)c2c1C(=O)CCC2
  14.2%, -5.7%, 0.7%, -19.4%[46.1 µM], -23.7%, ., 12.7%[38.3 µM]
[30] COCCN1C(=O)c2oc3ccccc3c(=O)c2C1c1ccc(OC)c(OC)c1 (stereo unspecified)
  1.2%[2.36 µM], 0.5%, 1.1%, 15.7%, -8.1%, 2.7%, -4.9%
[31] Clc1ccccc1Nc1ncnc2c1nnn2Cc1ccccc1
  10.7%, -0.9%, 0.6%, -22.4%[46.1 µM], -21.8%, 14.0%, 10.4%[38.3 µM]
[32] COc1ccccc1NC(=S)NC(=O)C(C)C
  2.2%, 0.0%, -0.5%, 6.2%[46.1 µM], 5.4%, 2.9%, 2.6%[38.3 µM]
[33] N#C/C(=C\c1cc2ccccc2nc1N1CCOCC1)C(=O)Nc1ccc(N2CCOCC2)cc1
  -4.5%, 0.0%, -0.1%, 5.6%, 1.8%, 3.0%, 4.1%
[34] CCOC(=O)C1=C(C)NC2=C(C(=O)C(C(=O)OCC)C(c3cccc(OC)c3)C2)C1c1ccccn1 (stereo unspecified)
  6.8%, -1.2%, 0.0%, -16.3%[46.1 µM], 12.6%, 15.6%, -14.6%[38.3 µM]
[35] C=C(C)c1cccc(C(C)(C)NC(=O)N2CCN(C/C=C/c3ccccc3)CC2)c1
  -3.6%, 3.8%, 2.7%, -10.5%[46.1 µM], -11.2%, -13.9%, 0.5%[38.3 µM]
[36] COC(=O)c1ccc(=O)n(Cc2ccco2)c1
  21.5%, -2.3%, 1.0%, 8.6%, 20.4%, 22.8%[11.4 µM], 8.5%
[37] CCOC(=O)c1c(C)[nH]c(C)c1C(=O)CN1C(=O)NC2(CCC(C)CC2)C1=O (stereo unspecified)
  -2.4%, -1.0%, -1.4%, 1.5%[46.1 µM], -11.9%, ., 14.4%[38.3 µM]
[38] COCCOC(=O)C1=C(C)NC(=O)NC1c1c(OC)ncnc1OC (stereo unspecified)
  3.0%, -1.0%, -1.4%, 2.9%[46.1 µM], -9.2%, 5.4%, 8.2%[38.3 µM]
[39] CCOCCc1c(O)nc(SC)[nH]c1=O
  -0.5%, 2.1%, ., -15.8%, 12.0%[9.22 µM], 11.2%, .
[40] COc1ccc(-n2ncc3c(N4CCCc5ccccc54)ncnc32)cc1
  ?, 3.6%, -0.8%, -10.5%[46.1 µM], -2.5%, 9.8%, 3.1%

Entries of single compounds from above.
Listed for `COC(=O)c1ccc(=O)n(Cc2ccco2)c1` → CBFb RUNX1 block: 21.5%; Epigenetic reg: -2.3%; Luc counter: 1.0%; NPSR antagonist: 8.6%; HTT aggregate: 20.4%; L3MBTL1 block: 22.8%[11.4 µM]; IMPase Li cell: 8.5%
Listed for `COc1ccc(-n2ncc3c(N4CCCc5ccccc54)ncnc32)cc1` → CBFb RUNX1 block: ?; Epigenetic reg: 3.6%; Luc counter: -0.8%; NPSR antagonist: -10.5%[46.1 µM]; HTT aggregate: -2.5%; L3MBTL1 block: 9.8%; IMPase Li cell: 3.1%
Listed for `COCCOC(=O)C1=C(C)NC(=O)NC1c1c(OC)ncnc1OC` (stereo unspecified) → CBFb RUNX1 block: 3.0%; Epigenetic reg: -1.0%; Luc counter: -1.4%; NPSR antagonist: 2.9%[46.1 µM]; HTT aggregate: -9.2%; L3MBTL1 block: 5.4%; IMPase Li cell: 8.2%[38.3 µM]

The list continues.
Fields: CBFb RUNX1 block, Epigenetic reg, Luc counter, NPSR antagonist, HTT aggregate, L3MBTL1 block, IMPase Li cell
[41] COCCCNC(=O)c1cccn2c(=O)c3cc4ccccc4cc3nc12
  2.3%, ?, -4.1%, ?, ?, -6.8%, 7.1%[38.3 µM]
[42] S=C(NCc1ccco1)N1CCC(c2nc3ccccc3o2)CC1
  -3.6%, 1.2%, -2.4%, -4.9%, -28.4%, ., -2.0%
[43] Cc1ccsc1C(=O)OCC(=O)N1CCOCC1
  -13.9%, -0.5%, -28.0%, -8.5%[46.1 µM], 7.2%, -7.6%, -14.0%[38.3 µM]
[44] CSc1c(SCc2ccccc2)cnn(-c2ccccc2)c1=O
  13.9%, 2.0%, 4.2%, -51.3%, -11.2%, 11.0%, ?
[45] O=C(O)CCCCCNC(=O)Cn1nnc2ccccc2c1=O
  2.6%, -1.7%, ., 6.3%, -15.4%[9.22 µM], 7.8%, .
[46] O=C(CN1CCN(Cc2ccc3c(c2)OCO3)CC1)Nc1ccc(F)cc1
  0.0%, -1.9%, 2.2%, 4.4%, 21.5%, 2.4%, 2.0%
[47] CCOC(=O)C(C)Sc1nc2ccccc2c(=O)n1CC (stereo unspecified)
  1.4%, -0.7%, 0.6%, -18.6%[46.1 µM], 10.3%, 5.1%, 4.6%[38.3 µM]
[48] CCOC(=O)COn1c(=O)c(-c2ccc(OC)c(OC)c2)[n+]([O-])c2ccccc21
  11.9%, 3.3%, -2.8%, 6.4%[46.1 µM], -15.1%, ?, 3.3%
